WRN helicase inh: inhibitors of human WRN helicase; AID 651768; WRN helicase unwinding, fluorescent forked duplex, kinetic; Potency, µM (top dose mostly 114 µM), inactives show at the top dose activity change, negative = inhibition, most hits filed as inhibitors; Q14191; 360,000 tested, 0.46% active; note: potency is the fitted concentration of half-maximal effect; % is set by controls: 0 for no effect and ±100 for the full control effect; nearly all actives have a fitted effect of over 55% in size
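Primary qHTS, 1536-well format. 20 nM WRN + compound, 15 min RT; start with 100 nM forked fluorophore/quencher duplex, 2 mM ATP (final); kinetic read ex 525/em 598 nm.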
SW480 rerep: induces DNA re-replication in SW480 colon adenocarcinoma cells | SW480 DNA re-replication, Hoechst DNA content imaging, 48 h | Potency, µM (top dose mostly 46.1 µM), for inactives: at the top dose re-replication activation, hits mostly activators | 340,000 tested, 1.8% active; note: potency is the fitted concentration of half-maximal effect; % of control where 0% means no effect; nearly all actives have a fitted effect of over 55% in size
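DNA re-replication was detected as more nuclei of elevated Hoechst intensity after 48 hr exposure to compound (23 nL pinned per well of 250 cells).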
MCF10A rerep: inducers of DNA re-replication in MCF 10A breast cells. MCF 10A DNA re-replication, Hoechst nuclear intensity, 48 h. Potency, µM (series often up to 46.1 µM), for the others: at the top dose activity, positive = re-replication, usual class: activators. 350,000 tested, 2.9% active; note: potency is the fitted concentration of half-maximal effect; % of control where 0% means no effect; nearly all actives have a fitted effect of over 50% in size
KB-3-1 tox: KB-3-1 parental cell cytotoxicity. KB-3-1 viability, CellTiter-Glo ATP luminescence, 72 h. Potency, µM (titrated, usually from 46.1 µM), without a hit: at the highest dose activity change, negative = cytotoxic, hits mostly cytotoxic. 400,000 tested, 1.4% active. AID 1347075; note: potency is the fitted concentration of half-maximal effect; % is set by controls: 0 for no effect and ±100 for the full control effect; nearly all actives have a fitted effect of over 60% in size
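Parental KB-3-1 viability, qHTS format: 72 h compound exposure, 37 °C; CellTiter-Glo; media-only wells and DMSO plates as controls; concentration-effect fits on corrected data.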
IL1B secr inh: inhibitors of inflammasome signaling (IL-1 beta secretion) | THP-1 LPS/ATP IL-1B secretion, AlphaLISA, 16 h; hits give low values | activity change, % at 57.5 µM | 360,000 tested, 4.7% active; in the data active = activity change below about -50%; inconclusive = mostly about -30% to -49%; note: % is set by controls: 0 for no effect and ±100 for the full control effect
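Secreted IL-1B measured by AlphaLISA bead assay after 16 h compound exposure of THP-1 cells; compounds (final up to 57.5 uM) added 1 h before LPS (250 ng/mL) and ATP (1.25 mM) stimulation; lower signal means less secretion.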
HT1080 IDH1KD tx: HT-1080 IDH1 knockdown cell toxicity (counter line). HT-1080 IDH1 knockdown viability, ATP luminescence, 48 h. Potency, µM (series often up to 46.1 µM), for the others: at the highest dose activity, negative = toxicity, hits mostly cytotoxic. 360,000 tested, 2% active. AID 686971;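 note: potency is the fitted concentration of half-maximal effect; 0% = DMSO wells and -100% = cell-free medium wells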
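Assay cells: HT-1080 with IDH1 knockdown, 750 per well, RPMI/5% FBS. Exposure: 48 h at 37 °C following 2 h pre-incubation. Read: CellTiter-Glo luminescence; fitted concentration-response, curve class assigned.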
KB-V1 MDR tox: kills drug-selected multidrug resistant KB-V1 cells. KB-V1 MDR cells viability, CellTiter-Glo, 72 h. Potency, µM (top dose mostly 46.1 µM), for the others: top-dose activity change, negative = cytotoxicity, actives largely listed as cytotoxic. 400,000 tested, 3.4% active. AID 1347076; note: potency is the fitted concentration of half-maximal effect; % is set by controls: 0 for no effect and ±100 for the full control effect; nearly all actives have a fitted effect of over 60% in size
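qHTS viability screen in drug-selected KB-V1 MDR cells: 72 h compound treatment at 37 degrees C, ATP luminescence end point.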
HT1080NT lethal: kills 2HG-producing HT-1080-NT fibrosarcoma cells | HT-1080-NT fibrosarcoma viability, CellTiter-Glo ATP luminescence, 48 h | Potency, µM (top dose mostly 46.1 µM), for inactives: at the top dose activity, negative = less viability, most hits filed as cytotoxic | 360,000 tested, 1.6% active | AID 686970;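 note: NT is the 2HG producing partner of a matched IDH1 knockdown line; potency is the fitted concentration of half-maximal effect; 0% = DMSO-treated cells and -100% = media-only wells without cells; nearly all actives have a fitted effect of over 55% in size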
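A 48-hour cytotoxicity screen used HT-1080-NT cells plated 2 hours before compound delivery. ATP-based CellTiter-Glo luminescence measured viability, normalized to DMSO and no-cell controls.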
ATXN2 expr inh: ATXN2 expression inhibition. Potency, µM (doses to about 57 µM), inactives show at the highest dose activity change, negative = inhibition, hits mostly inhibitors. HEK-293 ATXN2-luciferase reporter, luminescence, 24 h. 360,000 tested, 0.72% active. AID 1745845; note: potency is the fitted concentration of half-maximal effect; % is set by controls: 0 for no effect and ±100 for the full control effect; nearly all actives have a fitted effect of over 55% in size
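ATXN2-luciferase reporter cells (luciferase flanked by upstream and downstream ATXN2 gene portions) were treated 24 h at 37 °C with compounds at up to 57 uM. SteadyGlo luminescence gave expression; GF-AFC fluorescence gave viability.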
Starred values were filed as active, the others as inactive; u = inconclusive; x = no result given; [ ] = dose if it differs, or a comment. Unless noted, calls come from the whole dose curve; as a rule, active = well fitted curve in the direction sought with a large enough effect; inconclusive = small, poorly fitted or top-dose-only effect, or another doubt; inactive = no such curve, though single readings can be large; an effect the other way counts as inactive or inconclusive. Compounds as they come. About 12% of those tested had a hit in this group.

molecule	SW480 rerep	MCF10A rerep	HT1080NT lethal	HT1080 IDH1KD tx	KB-V1 MDR tox	KB-3-1 tox	WRN helicase inh	ATXN2 expr inh	IL1B secr inh
COc1ccc(/C=N/NC(=O)c2ccc(N(C)S(=O)(=O)c3ccccc3)cc2)cc1	u	12%	-2%	-10%	u	-6%	-4%	x	-22
CC(=O)NC(Cc1ccccc1)C(=O)OCC(=O)c1ccccc1 (stereo not given)	-10%	5%	-3%	-4%	-11%	5%	12%	-9%	0
O=c1c2sccc2n(Cc2cccc(F)c2)c(=O)n1-c1ccc(F)cc1	4%	u	-2%	u	8.2µM*	-3%	26%	-8%	0
COc1ccc(C(N)c2csc(NC(=O)Nc3cccc(C(F)(F)F)c3)n2)cc1 (stereo not given)	x	x	21µM*	18µM*	3%	0%	-2%	u	-81*
Cc1ccc(-c2ccc([C@H]3[C@H]4C=CC[C@@H](C)[C@@H]4C(=O)N3Cc3ccccc3)c(F)c2)cc1	21%[9.22 µM]	u	-6%	-14%	8%	u	-12%	-5%	22
O=C(N=C1SC2CS(=O)(=O)CC2N1c1ccc(Cl)cc1Cl)C1CCCO1 (stereo not given)	u	7%	-4%	-3%	3%	-13%	-10%	4%	34
COc1ccccc1/C=C/C=N/n1c(-c2ccc(Cl)cc2)n[nH]c1=S	-14%	u	6%	5%	3%	-3%	-32%	-2%	12
Cc1ccc2nc(SCc3nnc(-c4ccccc4[N+](=O)[O-])o3)c(C#N)cc2c1	u	u	25%	11%	u	-2%	-5%	-10%	25
Cc1cc2cc(CCNC(=O)c3cccc([N+](=O)[O-])c3)c(=O)[nH]c2cc1C	1%	u	5%	0%	u	u	-26%[57.1 µM]	-16%	u
O=C1NN(c2cccc(Br)c2)C(=O)/C1=C/c1ccc(-c2cc([N+](=O)[O-])ccc2O)o1	-28%	0%	0%	0%	4%	0%	u	x	12
COCC(C)N1CCC(n2nccc2NC(=O)c2ccccc2Cl)CC1 (stereo not given)	-1%	1%	-7%	-2%	-15%	2%	-5%	-13%	6
CC(C)Oc1ccc(/C(O)=C2/C(=O)C(=O)N(CCN3CCOCC3)C2c2ccccc2)cc1 (stereo not given)	0%	1%	12%	16%	28%	10%	-5%	u	7
C=CCC[C@H](Cc1ccc(F)cc1)C(=O)OC[C@H](Cc1c[nH]c2ccccc12)NC(=O)[C@@H](CC=C)CC(=O)NCCO	6%	21%	-14%	-7%	4%	10%	0%	u	-12
CCn1c(N2CCN(C(=S)Nc3ccc(OC)cc3)CC2)nc2ccccc21	-83%[inhibitor]	0%	-3%	-10%	u	-15%	2%	x	-20
COc1ccc(C)cc1/C=C/C(=O)N1CCN(S(=O)(=O)c2cccs2)CC1	x	x	0%	1%	-18%	-2%	7%	x	-10
CC(=O)Nc1cccc(-n2nnc(SCC(=O)Nc3ccccc3)n2)c1	20%	1%	-5%	9%	13%	1%	1%	x	5
CC(=O)Nc1ccc(S(=O)(=O)Nc2nc3n(n2)C(c2ccccc2)CC(=O)N3)cc1 (stereo not given)	2%	-4%	16%	20%	-3%	16%	-10%[57.1 µM]	6%	1
O=C(C(=O)N1CCN(C(=O)OCc2ccccc2)CC1)c1cccnc1	x	x	2%	10%	u	2%	-1%	x	9
Cc1c(C(=O)Nc2ccc(S(=O)(=O)Nc3ncccn3)cc2)oc2ccc(F)cc12	2%	11%	-1%	0%	x	x	u	-7%	-4
CCOc1c(CNCCCSc2nc(C)cc(C)n2)cccc1OC	-5%	2%	u	-19%	-19%	-10%	-4%	-34%	7
O=C(N/N=C(\c1ccccc1)c1cccnc1)c1ccc(O)cc1	9%	1%	5%	8%	u	20%	4%	4%	-12
NS(=O)(=O)c1ccc(NC(=O)COC(=O)CC2Sc3ccccc3NC2=O)cc1 (stereo not given)	-18%	-4%	11%	-3%	-9%	3%	-2%	29%	39
Cc1ccc(S(=O)(=O)N2CCC(C(=O)NCCCN3CCCC3=O)CC2)cc1C	-3%	1%	8%	8%	3%	3%	-6%	-4%	20
O=C(COC(=O)C1CCN(S(=O)(=O)c2ccccc2C(F)(F)F)CC1)NCc1ccc(F)cc1	2%	7%	0%	7%	0%	-1%	-5%	3%	15
COc1ccc(CCN(C)C2CCCN(C(=O)Cn3cnnn3)C2)cc1OC (stereo not given)	-6%	-1%	-6%	2%	-1%	-7%	u	1%	0
CC1CCN(c2ccc([N+](=O)[O-])c(SCCO)c2)CC1	-12%	6%	-3%	1%	-1%	-8%	0%	-21%	6
O=C(Nc1ccc(F)cc1)C1CCCO1 (stereo not given)	-22%	15%	14%	22%	15%	1%	-4%	6%	-11
Cc1ccc(S(=O)(=O)NC(=O)COc2ccccc2C(N)=O)cc1	-9%	-11%	2%	2%	6%	9%	2%	1%	-2
CCOC(=O)CSc1ncccn1	-2%	0%	4%	5%	3%	-2%	-1%	5%	0
CCCn1c2ccc(C)cc2c2nnc(SCCN3CCOCC3)nc21	-2%	12%	u	u	u	-5%	-3%	-21%	-61*

Next records follow:
molecule	SW480 rerep	MCF10A rerep	HT1080NT lethal	HT1080 IDH1KD tx	KB-V1 MDR tox	KB-3-1 tox	WRN helicase inh	ATXN2 expr inh	IL1B secr inh
CCCc1c(C)c2cc(C)ccc2[nH]c1=O	-4%	-3%	3%	0%	4.1µM*	u	-6%	4%	-4
O=C(CNC(=O)Cc1cccc2ccccc12)NCc1ccc(F)cc1	-14%	0%	-4%	-3%	u	-3%	-8%	-10%	-4
NCC(=O)N1CCC(C(=O)N[C@@H](Cc2c[nH]c3ccccc23)C(=O)O)CC1	-10%	1%	0%	12%	4%	-1%	-5%	-8%	0
O=C(COC(=O)/C=C/c1cccc(Cl)c1)NC1CCCC1	u	-8%	15%	6%	0%	2%	6%	0%	10
Cc1ccn2c(=O)c(NC(=O)COc3ccccc3)c(C)nc2c1	-5%	-1%	5%	0%	-5%	4%	9%	-6%	5
CCCCNc1cc(=O)n(C)c(=O)n1C	-6%	11%	15%	13%	-6%	12%	2%	6%	21
COC(=O)c1ccc(/C=C2/SC(=S)N(CCC(=O)N3CCOCC3)C2=O)cc1	16%	-12%	1%	6%	0%	-1%	3%	35%	-11
CC(=O)NC1=C(C#N)C(c2ccccc2)c2c(ccc3ccccc23)O1 (stereo not given)	u	1.8µM*	u	15µM*	6.5µM*	18µM*	-11%	2%	60
Cc1nn(-c2ccccc2)c(C)c1NC(=O)COC(=O)[C@@H](NC(=O)c1ccccc1)C(C)C	9%	-1%	-1%	-3%	-14%	0%	-5%	-17%	-9
Cc1ccc(O)c(NC(=O)c2cc(-c3ccccc3Cl)on2)c1	3%	u	u	u	3%	-8%	-22%	42%[activator]	u
Cc1ccc(C(=O)NC(=S)NCC2CCCO2)cc1 (stereo not given)	-4%	6%	14%	13%	-3%	7%	-1%	53%[activator]	-10
CCOC(=O)c1c(C)n(CC(O)CN(C)C)c2cc(Br)c(OC)cc12 (stereo not given)	u	10%	0%	-12%	1%	-35%	14%	u	-79*
CCOc1ccc(N(CC(=O)NCCc2ccccc2)C(=O)CCC(=O)Nc2nccs2)cc1	-5%	7%	-4%	-17%	-8%	21%	6%	-12%	-7
COc1ccc(-c2cnnc(N/N=C/c3ccc(O)c(O)c3)n2)cc1	1%	u	u	u	-5%	0%	u	8%	-5
COCCNC(=S)N(C)[C@H]1C[C@H]2c3cc(-c4ccccc4)ccc3CCN2C(=O)[C@H]1[C@H](C)O	x	x	1%	-9%	-2%	-6%	3%	-11%	4
CN(C)C1CN(Cc2cn(Cc3ccccc3)nn2)S(=O)(=O)C1 (stereo not given)	x	x	-1%	8%	12%	13%	9%	15%	-13
Cc1cc([N+](=O)[O-])nn1CCC(=O)Nc1nccs1	-4%	4%	24%	-1%	2%	-4%	-6%[57.1 µM]	8%	13
CCC(=O)Nc1cc(OC)cc(OC)c1	-11%	-4%	3%	1%	8%	-2%	3%	2%	-1
CCOC(=O)c1ccc(S(=O)(=O)N2CCN(CC(O)COc3cccc(C(C)=O)c3)CC2)cc1 (stereo not given)	0%	u	-7%	-4%	4%	-10%	-4%	2%	-78*
Cc1cc(C)nc(SCC(=O)c2ccc(O)c(O)c2)n1	-4%	-7%	-6%	-13%	0%	0%	-31%	8%	46

Records above shown as hits in IL1B secr inh:
SMILES	SW480 rerep	WRN helicase inh	IL1B secr inh
COc1ccc(C(N)c2csc(NC(=O)Nc3cccc(C(F)(F)F)c3)n2)cc1 (stereo not given)	x	-2%	-81*
CCCn1c2ccc(C)cc2c2nnc(SCCN3CCOCC3)nc21	-2%	-3%	-61*
CCOC(=O)c1c(C)n(CC(O)CN(C)C)c2cc(Br)c(OC)cc12 (stereo not given)	u	14%	-79*
CCOC(=O)c1ccc(S(=O)(=O)N2CCN(CC(O)COc3cccc(C(C)=O)c3)CC2)cc1 (stereo not given)	0%	-4%	-78*
